PLC-beta3 inh: human PLC-beta3 inhibitors, primary screen, biochemical, fluorescence | inhibition, % at 12.2 µM | Purified PLC-beta3, fluorogenic substrate | 0.18% of 370,000 active; in the data active means inhibition above about 11%;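 further: 0% = median of compound wells on plate and 100% = full blocker control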
ADAM10 inh: human ADAM10 inhibitors, primary screen, biochemical, QFRET, HTS; inhibition, % at 7 µM; recombinant ADAM10, EDANS/DABCYL FRET peptide cleavage, 3 h; Disintegrin and metalloproteinase domain-containing protein 10 (Homo sapiens), O14672; 0.62% of 370,000 active; AID 720582, 2013;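 active means inhibition above a per-campaign cutoff equal to the mean of compounds falling between control-based bounds plus 3 SD, cut at about 20% in these data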;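 further: 0% = DMSO wells while the 100% control is not disclosed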
SIAE inh: human SIAE inhibitors, primary screen, biochemical, fluorescence polarization, FP-Rh probe, 1536-well HTS; 0.69% of 370,000 active; inhibition, % at 9.66 µM; SIAE FP-Rh probe binding;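 active means inhibition above a cutoff: mean of compounds within the control limits plus 3 SD of those, cut at about 17% in these data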;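 further: 0% = plate median of compound wells and 100% = probe without SIAE protein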
TDP2 absorb: human TDP2 enzyme inhibitors, primary screen, biochemical, epi absorbance, recombinant enzyme. Tyrosyl-DNA phosphodiesterase 2 (Homo sapiens), O95551. T5PNP hydrolysis, p-nitrophenol absorbance 415 nm. inhibition, % at 12.8 µM. 0.34% of 370,000 active;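 active means inhibition above the mean of all tested compounds plus 3 SD, set per campaign, cut at about 25% in these data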;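 further: 0% = DMSO with enzyme and 100% = buffer with substrate but no TDP2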
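System – recombinant human TDP2 · Quantity – TDP2 enzyme at 120 nM final · Doses – single concentration, 12.8 µM nominal, with 1% DMSO · Incubation – 2 h at 37 °C · Measured by – epi absorbance of p-nitrophenol freed from T5PNP by hydrolysis · Read-out – % inhibition relative to enzyme-containing and enzyme-free wells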
DDE Tn6 FP inh: inhibitors of Tn6 peptide binding to fibrin DD(E), primary screen, biochemical, fluorescence polarization, human fibrin, Tn6 probe; 0.21% of 370,000 active; inhibition, % at 8.3 µM; Fibrin DD(E) TRITC-Tn6 fluorescence polarization displacement; AID 720509, 2013; Fibrinogen beta chain (Homo sapiens), P02675;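 active means inhibition above a per-campaign cutoff: mean of compounds within control limits plus 3 SD, cut at about 15% in these data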;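 further: 0% = median of all compound wells on the plate and 100% = blocking peptide control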
Target sequence (P02675 whole entry, looked up): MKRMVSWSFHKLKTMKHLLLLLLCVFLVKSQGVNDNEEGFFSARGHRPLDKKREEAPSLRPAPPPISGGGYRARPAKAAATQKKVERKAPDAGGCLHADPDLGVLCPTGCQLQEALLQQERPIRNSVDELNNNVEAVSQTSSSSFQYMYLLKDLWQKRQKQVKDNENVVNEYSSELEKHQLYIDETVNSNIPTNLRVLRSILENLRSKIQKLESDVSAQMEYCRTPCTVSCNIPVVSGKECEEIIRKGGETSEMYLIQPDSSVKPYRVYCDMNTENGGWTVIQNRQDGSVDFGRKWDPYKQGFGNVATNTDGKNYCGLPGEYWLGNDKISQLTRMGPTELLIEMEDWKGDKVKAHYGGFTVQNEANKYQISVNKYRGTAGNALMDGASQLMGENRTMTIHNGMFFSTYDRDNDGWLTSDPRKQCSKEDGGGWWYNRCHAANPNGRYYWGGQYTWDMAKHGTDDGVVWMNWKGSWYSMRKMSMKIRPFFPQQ
Tn7 DDE FP: inhibitors of Tn7 peptide binding to fibrin DD(E), primary screen, biochemical, fluorescence polarization, human fibrin, Tn7 probe; Fibrinogen beta chain (Homo sapiens), P02675; 0.13% of 370,000 active; inhibition, % at 8.3 µM; FP displacement of FITC-Tn7 peptide from fibrin DD(E); 0% = median of compound wells per plate;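 active means inhibition above the mean of compounds falling within the control limits plus 3 SD of them, cut at about 14% in these data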;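 further: 0% = plate median of compound wells and 100% = 10 µM Aha-Tn7 peptide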
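Assay system: Fibrin-DD(E) protein isolated from polymerized human fibrin clots; read-out basis: percent inhibition; medium: Tris/NaCl/CaCl2 buffer, pH 7.8; signal: FP measurement; incubation: 10 min plus 3 h, room temperature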
PLCg1 inh: PLC-gamma1 enzyme inhibitors, primary screen, biochemical, fluorescence, purified enzyme | AID 720700, 2013 | fluorogenic substrate | 0.84% of 370,000 active | 1-phosphatidylinositol 4,5-bisphosphate phosphodiesterase gamma-1 (Homo sapiens), P19174 | inhibition, % at 12.2 µM; in the data active means inhibition above about 9.5%
ADAM17 inh: ADAM17 inhibitors, primary screen, biochemical, QFRET; recombinant ADAM17, EDANS/DABCYL FRET peptide cleavage; inhibition, % at 6.95 µM; 0.83% of 370,000 active;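 active means inhibition above the mean of compounds lying between control limits plus 3 SD, set per campaign, cut at about 8.5% in these data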;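 further: 0% = DMSO-only wells as the low control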
ARFGAP1 inh: inhibitors of rat ARFGAP1 GAP activity, primary screen, biochemical, fluorescence polarization, GDP tracer | ADP-ribosylation factor GTPase-activating protein 1 (Rattus norvegicus), Q62848 | Arfgap1-stimulated ARF1 GTP hydrolysis, GDP FP detection | inhibition, % at 16.5 µM | 0.26% of 360,000 active;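 active means inhibition above a per-plate limit, mean inhibition of low control wells plus 3 SD, cut at about 25% in these data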;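 further: 0% = DMSO wells with enzyme and 100% = wells lacking Arfgap1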
Target sequence (Q62848 1-136 limits assumed): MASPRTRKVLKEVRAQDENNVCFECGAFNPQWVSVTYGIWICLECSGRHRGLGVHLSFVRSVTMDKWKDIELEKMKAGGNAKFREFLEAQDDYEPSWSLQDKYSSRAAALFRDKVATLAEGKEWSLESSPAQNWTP
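system = rat Arfgap1 catalytic domain, aa 1-136 | technique = FP, GDP Alexa 633 tracer displaced from anti-GDP antibody, 620/688 nm | compound = one concentration, 16.5 µM, DMSO 1.26% | medium = HEPES-based buffer, pH 7.5 | timing = compound-enzyme preincubation 20 min, reaction 120 min, detection 60 min, 25 °C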
ASAP1 inh: inhibitors of human ASAP1 ArfGAP activity, primary screen, biochemical, fluorescence polarization; inhibition, % at 16.5 µM; Arf-GAP with SH3 domain, ANK repeat and PH domain-containing protein 1 (Homo sapiens), …; 0.19% of 360,000 active; ASAP1-stimulated ARF1 GTP hydrolysis, GDP FP detection; in the data active means inhibition above about 25%;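 further: 0% = vehicle with enzyme and substrate and 100% = no enzyme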
Target sequence (Q9ULH1 325-724 limits assumed): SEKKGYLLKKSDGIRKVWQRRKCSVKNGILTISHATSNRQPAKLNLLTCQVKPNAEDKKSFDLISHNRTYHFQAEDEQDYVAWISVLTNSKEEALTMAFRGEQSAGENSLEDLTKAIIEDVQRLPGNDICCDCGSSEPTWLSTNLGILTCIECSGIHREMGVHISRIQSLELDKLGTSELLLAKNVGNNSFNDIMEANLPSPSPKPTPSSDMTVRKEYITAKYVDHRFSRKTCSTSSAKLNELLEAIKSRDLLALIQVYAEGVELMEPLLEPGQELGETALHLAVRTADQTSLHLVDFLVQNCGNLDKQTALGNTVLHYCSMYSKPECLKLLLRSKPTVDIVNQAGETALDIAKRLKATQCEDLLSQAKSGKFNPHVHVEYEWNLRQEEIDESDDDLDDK
* marks the source's active call; other numbers are inactive results; i = inactive.

ASAP1 inh	ARFGAP1 inh	TDP2 absorb	Tn7 DDE FP	PLC-beta3 inh	ADAM10 inh	DDE Tn6 FP inh	ADAM17 inh	SIAE inh	PLCg1 inh	canonical_smiles
-9	2	6	1	-5	1	6	-3	-4	1	CC(=O)N1c2ccc(S(=O)(=O)N3CCCC3)cc2CC1C(=O)NCc1ccccc1F (stereo not drawn)
2	-1	-4	-1	3	-8	6	0	-1	-2	CC(=O)NC(c1cc(F)c2cccnc2c1O)C1CC1 (stereo not drawn)
7	-7	-13	-4	5	-2	-3	-4	1	3	O=C(COc1ccc(Cl)cc1)NCC(=O)N1CCC2(CC1)NCCc1[nH]cnc12
1	1	-3	-4	-1	4	-4	2	-5	7	O=C(NC1CCS(=O)(=O)C1)OC1CCCCC1 (stereo not drawn)
7	-9	4	4	-5	-11	1	-5	10	-9	COc1ccc(NCc2ccccc2[N+](=O)[O-])cc1OC
-9	9	-4	0	-9	-20	6	-5	-6	-1	COc1ccnc2c1c(=O)n(Cc1cccc(Cl)c1)c(=O)n2C
7	9	-6	-5	-9	4	-3	1	-3	-4	CCCCCC(=O)Nc1ccc(C2C(=O)c3ccccc3C2=O)cc1
-18	16	-1	6	1	3	6	-3	-1	0	O=C(c1ccc(CN2CCOCC2)cc1)N1CCN(c2ccccc2)CC1
3	3	5	3	-210	i	7	-221	-4	-128	CC(Oc1ccc2c(c1)oc(=O)c1ccccc12)C(=O)NCCN1CCOCC1 (stereo not drawn)
0	3	-2	-3	-2	8	4	-2	0	2	Cn1nc(-c2ccccc2)c(CO)c1Oc1cccc(C(F)(F)F)c1
5	4	-5	0	-8	-1	-2	-3	2	1	O=C(NC1CCCC1)C(c1ccncc1)N(C(=O)c1csnn1)c1ccc(F)c(Cl)c1 (stereo not drawn)
-1	1	2	0	-5	-2	-3	-2	2	1	O=C(COC(=O)C1CCN(S(=O)(=O)c2cccs2)CC1)NCc1ccc(F)cc1
-3	0	21	5	-2	-6	1	2	-6	1	COc1cccc(NC(=O)C2CCN(C(=O)NC3CCCCC3)CC2)c1
4	3	-3	3	2	-11	3	-1	-13	-1	COc1cc(CNc2cccc3c2S(=O)(=O)N([C@H](C)c2ccccc2)C[C@@H](COCc2ccccc2)O3)cc(OC)c1OC
13	-5	6	-1	-1	-2	-10	-4	6	4	O=C(CSCC(=O)NCc1ccco1)NCc1ccco1
3	4	-4	-8	3	-8	-8	1	-1	3	c1ccc(Cn2ccnc2C2OCCO2)cc1
2	12	-2	4	-17	-3	-4	-6	3	-12	COc1cc2nc(CSc3ncn[nH]3)[nH]c(=O)c2cc1OC
-13	-7	-8	-1	-8	10	2	1	-4	5	N#CCCN(C(=O)COC(=O)C12CC3CC(CC(O)(C3)C1)C2)c1ccc(F)cc1
-4	0	1	3	-6	-6	3	0	0	-2	CCOC(=O)c1cc(-c2csc(COc3ccccc3)n2)on1
19	8	-4	-8	3	-12	-2	-2	-4	-3	O=C(NCCO)c1nc(NCCO)c2ccccc2n1
4	0	-8	-9	-3	5	1	-2	-1	5	O=C(NC1CCN(Cc2ccccc2)CC1)c1ccc(S(=O)(=O)NCc2ccco2)cc1
8	-4	6	7	3	-4	-2	-4	6	-17	CCn1c(N2CCN(C(c3ccccc3)c3ccccc3)CC2)nc2c1c(=O)[nH]c(=O)n2C
-3	-4	-1	0	4	7	-5	1	3	4	CCCCCCCNC(=O)C1(CC2CC(c3ccc(Cl)cc3)=NO2)CCN(C(=O)CCCCCBr)CC1 (stereo not drawn)
-5	9	-3	0	-2	11	0	-2	6	1	CC(C)(C)c1cc(C(=O)NNc2ccc(OC(F)(F)F)cc2)n(Cc2ccccc2)n1
5	-10	-7	-4	-5	2	1	4	5	-1	O=C(Cc1ccc(F)cc1)NCCS(=O)(=O)N1CCN(c2cccc(Cl)c2)CC1
9	17	7	-1	3	0	-3	0	-8	-1	COc1ccc(OC)c(NC(=O)Cn2cc(C#N)c3cc(Br)ccc32)c1
6	-2	1	3	-2	1	1	-2	-1	-1	COC(=O)c1ccccc1NC(=S)NC(=O)COc1ccccc1
-1	2	-12	-3	-2	2	1	5	-10	2	NC(=O)CSc1nnc(NC(=O)c2ccc(S(=O)(=O)N3CCOCC3)cc2)s1
5	-4	5	-3	1	-7	2	-2	1	-1	CCN(C[C@H]1N[C@@](Cc2ccccc2)(C(=O)OC)[C@H]2C(=O)N(C)C(=O)[C@@H]12)C(C)=O
-16	4	-8	-6	2	11	0	-2	-1	3	CC1CCN(C(c2ccccc2)c2nnnn2C(C)(C)C)CC1 (stereo not drawn)
3	3	-15	0	-12	-6	1	2	-1	-9	COc1ccccc1Cc1c(-c2ccc(Cl)cc2)nc2ccc(Br)cn12
-1	-1	5	-4	4	-1	-1	-2	-4	2	Cc1occc1C(=O)NNC(=O)C1CC1
7	3	-10	0	i	-249	-12	-55	-12	i	COc1ccc(-c2cc(=O)oc3c(C)c(O)c(CN(C)C)cc23)cc1
-1	1	-18	-2	-7	-13	0	1	-9	1	CC(C)Cc1ccc(CN2CCCC(NC(=O)c3nn(C)c(=O)c4ccccc34)C2)cc1 (stereo not drawn)
6	9	-3	2	-3	-4	-5	-7	-12	-3	O=C1NC(=O)c2cc(Br)cc3cccc1c23
-1	2	2	-3	2	-5	-7	-2	-6	0	CCCCN1CC(Br)C(=O)NC1=O (stereo not drawn)
4	-7	1	-5	-11	-3	2	-3	3	-9	CCn1cc(CCC(=O)NCc2cccc(OC)c2OC)c2ccccc21
3	-4	0	-7	4	9	-1	-1	8	1	COc1ccc(OC(=O)c2cn(C)nc2C(F)(F)F)cc1
-6	-2	-13	-10	-3	0	2	-3	0	3	CCCN(CC(=O)Nc1ccccc1C)C(=O)COc1c(C)cccc1C
0	4	-9	6	-7	-46	14	-10	-1	0	Cc1cccc2cc(CN(CC3CCCO3)S(=O)(=O)c3ccccc3)c(=O)[nH]c12 (stereo not drawn)
-3	-19	10	2	-6	5	-10	-5	-2	4	CCOc1ccc(Oc2ccc(S(=O)(=O)N3CCOCC3)cc2NC(=O)CCNC(C)=O)cc1
11	-6	9	7	-6	-4	-5	-2	-1	-2	COc1cc(-c2c(NC(=O)c3ccco3)oc3ccccc3c2=O)cc(OC)c1OC
3	14	-1	1	2	-9	11	-3	4	0	C=CCN1[C@@H](C)[C@H](c2ccccc2)Oc2cccc(N3CCCC3)c2S1(=O)=O
-2	4	7	8	-49	-300	2	-108	2	-35	Cn1cc(-c2ccc(Cl)cc2)cc(C#N)c1=O
2	-3	-5	0	-48	2	-6	0	-3	-1	O=C(CCCC(=O)N1CCc2ccccc21)N1CCc2ccccc21
4	-13	8	-5	-8	-6	8	0	1	2	CC(=C1SC(=S)NC1=O)c1ccccc1
6	0	-5	0	2	-2	-4	-3	0	-28	CC(C)(C)c1ccc(C(=O)CSc2nc3ccccc3c(=O)[nH]2)cc1
11	9	-1	-4	-2	1	11	-1	-3	2	Cc1ccc(S(=O)(=O)N(C)C)cc1NC(=O)CN1CCCC1
-9	5	3	0	3	3	-6	-1	1	2	CCCCCCn1c(=O)n2n(c1=O)C[C@]1(OC(=O)Nc3c(C)noc3C)CN(S(=O)(=O)c3ccc(C)cc3)C[C@]1(O)C2
-2	-11	5	5	-15	-4	2	-3	5	-4	COc1ccc(CN2CCNC(=O)C2CC(=O)NC2CCCCCC2)cc1C (stereo not drawn)
-21	0	3	-3	-19	-8	-7	-1	2	-15	O=Cc1c[nH]c2ccc(NC(=O)OCc3ccccc3)cc12
-2	6	-1	8	2	-5	-2	-3	3	3	COc1c(Cl)cc(C(=O)Nc2cccnc2)cc1Cl
-8	5	1	-2	1	4	3	1	1	-1	COc1cc(Br)cc(CN2CCN(C/C=C/c3ccccc3)CC2)c1O
-2	-7	-8	-3	1	-2	-5	5	-5	9	Cc1ccc(NC(=O)CN2C(=O)c3ccccc3S2(=O)=O)cc1C
-6	7	8	3	-3	2	-3	-6	1	1	CC(C)Oc1ccc2nnnn2n1
-10	4	-4	-8	7	7	0	0	8	4	CCn1ncc(/C=C/C(=O)Nc2c(C)nn(Cc3ccc(Cl)cc3Cl)c2C)c1C

The list goes on.
ASAP1 inh	ARFGAP1 inh	TDP2 absorb	Tn7 DDE FP	PLC-beta3 inh	ADAM10 inh	DDE Tn6 FP inh	ADAM17 inh	SIAE inh	PLCg1 inh	canonical_smiles
1	6	-4	-1	4	4	-7	0	2	3	CC1CCN(C(=O)c2[nH]cnc2C(=O)N[C@H](C)c2ccccc2)CC1
1	2	13	-7	-6	-8	-4	-2	4	-8	Cc1nc2c(C)cccn2c(=O)c1NC(=O)c1ccc2c(c1)OCO2
-5	-1	-8	-3	-7	-7	0	-4	-1	-1	Cc1ccc(NC2CCCN(C(=O)c3ccc(F)cc3)C2)cc1C (stereo not drawn)
15	17	-8	-2	-39	-8	-2	-6	3	-22	COc1cccc(OCc2cc(/C=N/Nc3ccc(C(=O)O)cc3)ccc2OC)c1
-1	-14	1	3	0	-4	2	-2	-3	-2	CCC(C)NC(=O)C1c2cc(OC)c(OC)cc2C(=O)N(C)C1c1ccc(OC)cc1 (stereo not drawn)

Screening data from PubChem.
